ALOX15B inhib: inhibitors of human 15-lipoxygenase 2 (ALOX15B). purified 15hLO-2, xylenol orange hydroperoxide absorbance. Potency, µM (top dose mostly 57.1 µM), for the others: top-dose activity change, negative = inhibition, hits mostly inhibitors. 110,000 compounds, 0.56% hits. AID 881; note: potency is the fitted concentration of half-maximal effect; nearly all actives have a fitted effect of over 60% in size; many of its hits are not listed in these tables
Target sequence (O15296 whole entry, looked up): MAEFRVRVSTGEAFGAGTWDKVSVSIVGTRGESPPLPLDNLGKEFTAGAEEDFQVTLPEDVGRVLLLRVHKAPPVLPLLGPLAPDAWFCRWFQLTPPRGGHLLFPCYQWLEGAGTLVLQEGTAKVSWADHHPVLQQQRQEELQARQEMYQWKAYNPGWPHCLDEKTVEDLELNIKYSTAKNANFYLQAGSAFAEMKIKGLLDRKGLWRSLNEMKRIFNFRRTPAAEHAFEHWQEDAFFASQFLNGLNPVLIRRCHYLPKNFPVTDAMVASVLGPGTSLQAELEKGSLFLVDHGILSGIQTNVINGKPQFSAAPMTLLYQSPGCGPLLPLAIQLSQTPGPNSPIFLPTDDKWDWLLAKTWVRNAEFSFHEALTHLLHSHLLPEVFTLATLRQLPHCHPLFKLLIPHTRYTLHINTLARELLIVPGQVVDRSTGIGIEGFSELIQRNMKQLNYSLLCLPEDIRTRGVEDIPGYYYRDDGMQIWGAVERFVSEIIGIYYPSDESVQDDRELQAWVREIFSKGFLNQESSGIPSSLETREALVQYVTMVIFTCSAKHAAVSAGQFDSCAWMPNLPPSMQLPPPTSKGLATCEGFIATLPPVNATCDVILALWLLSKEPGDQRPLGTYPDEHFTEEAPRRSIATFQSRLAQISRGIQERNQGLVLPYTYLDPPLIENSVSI
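Read-out: hydroperoxide product oxidises ferrous iron, measured as xylenol orange complex via the 573-to-405 nm absorbance ratio after 30 min. Reaction: 50 nM enzyme, 15 min compound preincubation, 45 uM arachidonic acid, 90 min RT, Hepes pH 7.5 with Triton X-100.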
IMPase inh: IMPase inhibition in cells. CHO-M1 cells, IP1 accumulation, HTRF TR-FRET ratio. inhibition (IP1 accumulation), % at 46.1 µM. 120,000 tested, under 10 active. AID 901; active = well fitted curve in the direction sought with a large enough effect in the signal ratio, not every such curve was filed as active; inconclusive = small, poorly fitted or top-dose-only effect, or a change in a side signal; inactive = no such curve, though single readings can be large or run the other way; the % refers to the signal ratio;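 note: cells stimulated with carbachol in lithium chloride buffer; plate controls were DMSO basal wells for no effect and reference inhibitor wells for full effect; higher means more IMPase inhibition seen as more IP1 and lower FRET ratio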
Target sequence (P97697 whole entry, looked up): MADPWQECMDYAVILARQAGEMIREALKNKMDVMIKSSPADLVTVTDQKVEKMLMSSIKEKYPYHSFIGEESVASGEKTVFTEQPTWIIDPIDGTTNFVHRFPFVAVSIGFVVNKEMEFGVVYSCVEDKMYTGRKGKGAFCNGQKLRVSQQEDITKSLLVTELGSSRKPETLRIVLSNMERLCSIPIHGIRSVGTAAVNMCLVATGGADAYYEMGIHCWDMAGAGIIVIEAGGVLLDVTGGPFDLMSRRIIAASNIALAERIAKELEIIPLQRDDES
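Cellular IMPase inhibition is scored as a rise in cytosolic IP1, detected by competitive TR-FRET between d2-labelled IP1 and a europium anti-IP1 antibody. M1-expressing CHO cells were stimulated with carbachol for 30 min at 37C, with lithium (50 mM LiCl) present in the buffer.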
PNC inhibitor: inhibitors of perinucleolar compartment assembly; PC3M PTB-GFP, PNC prevalence imaging, 16 h; stronger effect = lower value; 140,000 compounds, 3.1% hits; activity change (PNC), negative = inhibition, % at 10 µM; AID 2417;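 active = readout at or below -70, meaning at least 70% loss of cells showing the perinucleolar compartment, a nuclear body marking cancer cells; inconclusive = readout between -30 and a set limit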;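 note: plate controls were DMSO wells for no effect and camptothecin positive control wells for full effect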
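Compounds are pinned in duplicate onto adhered PC3M cells stably expressing GFP-tagged PTB and incubated 16 h at 37 C. Cells are then fixed, nuclei stained with Hoechst, and PNC-positive cells counted.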
ALOX12 inhib: blocks human 12-lipoxygenase activity. purified 12-hLO, xylenol orange hydroperoxide absorbance. Potency, µM (top dose mostly 57.1 µM), inactives show top-dose activity change, negative = inhibition, hits mostly inhibitors. 150,000 compounds, 0.12% hits. AID 1452; note: potency is the fitted concentration of half-maximal effect; nearly all actives have a fitted effect of over 55% in size; many of its hits are not listed in these tables
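Hydroperoxide formation by human 12-lipoxygenase from 40 uM arachidonic acid was followed colorimetrically via ferric-xylenol orange complex, using the 573/405 nm absorbance ratio. Enzyme concentration was 150 nM, with 30 min reaction at room temperature.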
Numbers without * were called inactive; ? = inconclusive; · = no result given; [ ] = remark or other dose. Unless noted, calls come from the whole dose curve; as a rule, active = well fitted curve in the direction sought with a large enough effect; inconclusive = small, poorly fitted or top-dose-only effect, or another doubt; inactive = no such curve, though single readings can be large; an effect the other way counts as inactive or inconclusive. Unless noted, % is set by controls: 0 for no effect and ±100 for the full control effect. The list is partial; count on the stated rates, not on these rows.

Values run as follows: PNC inhibitor, ALOX15B inhib, ALOX12 inhib, IMPase inh
CCC(Sc1nc2ccc(C)cc2[nH]1)C(=O)O (stereo not given)
  -17, 7%, -2%, -3
O=S(=O)(NCCc1ccc2c(c1)OCCO2)c1cccs1
  -81*, 1%, 2%, 17
O=CN1N=C(c2ccccc2)CC1c1ccccc1[N+](=O)[O-] (stereo not given)
  -14, ·, 4%, ·
CCOC(=O)c1sc(NC(=O)Nc2ccc(F)cc2)nc1C
  1, ·, 3%, ·
Cc1cc(/C=C2\SC(=S)NC2=O)c(C)n1C1CC1
  127, ?, -11%, ?
CC1CCN(C(=O)Cn2c(=O)n(Cc3ccc4c(c3)OCO4)c(=O)c3ccccc32)CC1
  9, -3%, -5%, 14
O=c1ccn(C2OC(COP(=O)(O)OP(=O)(O)OP(=O)(O)O)C(O)C2O)c(=O)[nH]1 (stereo not given)
  ·, -3%, 3%, ·
Clc1ccc(Cn2ncc3c(N4CCCC4)ncnc32)cc1
  21, 15%, -8%, 9
O=C(NCCN1CCOCC1)c1cccc(S(=O)(=O)N2CCCCCC2)c1
  28, 0%, -2%, 12
CC1CCN(CC(C)OC(=O)c2ccc3c(c2)OCCO3)CC1 (stereo not given)
  3, 9%, 2%, 17
C/C(=N/NC(=O)CN1CCN(S(=O)(=O)c2ccc(Br)cc2)CC1)c1ccco1
  14, ·, -5%, ·
CC(=O)Nc1ccc(S(=O)(=O)NC(C)C(=O)OCC(=O)NC2CCCC2)cc1 (stereo not given)
  6, ·, -3%, ·
Cc1nc2ccccc2n1CC(=O)OCC(=O)Nc1ccc2c(c1)OCCO2
  9, -5%, -3%, 3
COc1nc(N)c(S(=O)(=O)c2ccccc2C)cc1C#N
  ?, 2%[11.4 µM], 1%, -5[1.84 µM]
Cc1ccsc1C(=O)Nc1ccccc1N1CCOCC1
  -1, -6%, -2%, -3
CC(C)(C)C(=O)CNS(=O)(=O)c1ccc(S(=O)(=O)NC2CCCC2)cc1
  -82*, -3%, 1%, -5
Nc1nc(Br)c2ccccc2c1-c1ccc(F)cc1
  20, -12%, -5%, 1
COc1cccc(C2CC(c3ccccc3)n3ncnc3N2)c1 (stereo not given)
  ?, 42%[activator], -3%, 2
O=C(Cn1cc(C(=O)c2cccs2)c2ccccc21)NCc1cccs1
  ?, 4%, -9%, 6
CCOCCCNC(=O)C1CCCN1C(=O)NC1CCCCC1 (stereo not given)
  ?, -2%, 0%, 1
COc1ccc(CC(C)N2CCN(c3ccccc3)CC2)cc1OC (stereo not given)
  -1, 11%, -4%, 2
O=C1OC(c2ccccc2)=C/C1=C\N1CCOCC1
  ?, ?, ?, 5
CO[C@H]1[C@H](O[C@H]2O[C@@H](C)[C@@H](O[C@@H]3C[C@](C)(O)[C@H](O)[C@H](C)O3)[C@@H](N(C)C)[C@@H]2O)[C@@H](CC=O)C[C@@H](C)[C@@H](O[C@H]2CC[C@H](N(C)C)[C@H](C)O2)/C=C\C=C/C[C@@H](C)OC(=O)C[C@H]1O
  ·, 4%[25.6 µM], 0%[25.6 µM], -1[20.6 µM]
O=C(Nc1nc(-c2ccc(Cl)cc2)cs1)c1cccnc1
  ?, -12%, 2%, -2
CCOc1cccc(C(=O)NC(=S)Nc2cccc(NC(=O)c3ccccc3Cl)c2)c1
  30, ·, ?, ·
C=CCn1c(SCC(=O)Nc2nccs2)nnc1-c1cc2cccc(OC)c2o1
  -3, -7%, -1%, 6
c1ccc(OCCCn2nnc(-c3cccnc3)n2)cc1
  0, -1%, -4%, 13
Cc1cc([N+](=O)[O-])nn1Cc1ccccc1F
  ?, -8%, 1%, -5
CCC(=O)NC(=S)Nc1ccccc1OC
  ?, -2%, -3%, -1
COc1ccc(C(C)=O)cc1CN1C(=O)C(C)N(c2ccc(C)cc2)C1=O (stereo not given)
  ?, 1%, -7%, 11
c1coc(Cn2c(SCc3nc4ccccc4[nH]3)nnc2-c2cccs2)c1
  24, 23%, -10%, 13
CC(=O)C1=C(O)C(=O)N(CCN2CCOCC2)C1c1ccccc1 (stereo not given)
  -14, -6%, 11%, -6
O=C(CCS(=O)(=O)c1cccc2nsnc12)N1CCN(c2ccccc2F)CC1
  -5, -1%, 1%, -3
COc1ccc(NC(=O)c2ccccc2[N+](=O)[O-])cc1OC
  41, ·, -3%, ·
N#C/C(=C\c1ccc(O)c(O)c1)C(=O)NCCc1ccccc1
  ·, -24%, ?, 16
CCn1c2ccccc2c2nnc(SCC(=O)NC3CCS(=O)(=O)C3)nc21 (stereo not given)
  ?, ·, -1%, -4
COC(=O)c1ccc(C)c(NC(=O)c2nn(C)c(=O)c3ccccc23)c1
  ?, -4%, -3%, 9
C/C(=N\NC(=O)Cn1nc(C)c([N+](=O)[O-])c1C)c1ccc(O)cc1
  ?, ·, 2%, ·
Cc1ccc(Nc2nc(-c3c(C)nc4ccccn34)cs2)cc1
  ?, 54%[activator], ?, 1
CC(=O)Nc1ccc(NC(=O)C/C(C)=N/NC(=O)C(=O)N2CCCC2)cc1
  20, 1%, 6%, 1
N#Cc1ccsc1NC(=O)c1cnccn1
  21, 0%, 0%, -1
Clc1ccc2c(NC3CCC(N4CCCCC4)CC3)ccnc2c1 (stereo not given)
  ·, 16%[11.4 µM], 5%[11.4 µM], ·
CCOc1cc(S(=O)(=O)N2CCCCC2)ccc1Cl
  ?, 10%, -4%, 10
Fc1ccc(Cn2c(SCc3ccc(F)c(F)c3)nnc2C(F)(F)F)cc1
  -24, -2%, 1%, 9
Cc1ccc(S(=O)(=O)C(F)(F)F)cc1NC(=O)c1cccnc1
  245, ·, 1%, -19
OC(CNC1CCCCC1)COCCOc1ccc(Br)cc1 (stereo not given)
  -6, ·, 2%, ·
COc1ccc(C(C)(C)C)cc1S(=O)(=O)N1CCC(C(N)=O)CC1
  ?, ·, 0%, ·
O=C(Cc1cc(=O)[nH]c(=O)[nH]1)N1CCN(C(=O)c2ccco2)CC1
  -15, ·, 1%, 11
COc1ccc(-c2csc(N3C(=O)CNC3=S)n2)cc1
  17, ·, -4%, ·
COc1ccc(Oc2c(C)oc3c(CN(C)C)c(O)ccc3c2=O)cc1
  ?, -19%, -18%, 12
CCc1ccc2c(c1)C(NC(C)=O)C(=O)N2CC (stereo not given)
  43, -1%, 13%, 13
CCC(Nc1ccc(OC)cc1)C(=O)N/N=C/c1ccc([N+](=O)[O-])cc1 (stereo not given)
  ?, ·, -2%, ·
CC(Oc1ccc(Cl)cc1)c1ccnn1S(C)(=O)=O (stereo not given)
  -5, -3%, -5%, 1
O=C(NCC1CCCO1)C1c2ccccc2C(=O)N1C1CCCCCCC1 (stereo not given)
  65, 2%, -2%, -8
CCS(=O)(=O)n1nc(-c2ccco2)nc1SC
  -7, -2%, 0%, ?
O=C(N/N=C/c1ccccc1)c1c(O)c2ccccc2[nH]c1=O
  ?, ·, -3%, 2
NN(CC(=O)O)CC(=O)O
  ·, 8%[11.4 µM], 4%[11.4 µM], ·
Cc1ccc2nc(CSc3nc(C)cc(C)c3C#N)[nH]c2c1
  36, 12%, -9%, 8
O=C(N1CCOCC1)C12CC3CC(C1)CC(c1ccccc1)(C3)C2
  0, -4%, -3%, 12
Clc1ccc(-c2nnc3sc(-c4ccco4)nn23)c(Cl)c1
  35, -4%, -1%, 0

Rewritten with bars between the fields: entries from further up.
molecule | PNC inhibitor | ALOX15B inhib | ALOX12 inhib | IMPase inh
Clc1ccc(-c2nnc3sc(-c4ccco4)nn23)c(Cl)c1 | 35 | -4% | -1% | 0
CCC(Nc1ccc(OC)cc1)C(=O)N/N=C/c1ccc([N+](=O)[O-])cc1 (stereo not given) | ? | · | -2% | ·
O=C(N/N=C/c1ccccc1)c1c(O)c2ccccc2[nH]c1=O | ? | · | -3% | 2

More compounds.
Values run as follows: PNC inhibitor, ALOX15B inhib, ALOX12 inhib, IMPase inh
O=C(O)CSc1cccc[n+]1[O-]
  4, 14%, -5%, 16
Cc1ccc(N(C(=O)c2ccccc2Cl)C2=NC(C)CS2)c(C)c1 (stereo not given)
  105, ·, -1%, ·
O=c1cc(CNc2cc(Cl)ccc2Cl)nc2sccn12
  -113*, ·, -1%, ·
C=CCC(c1ccccc1F)N(CCN1CCOCC1)C(=O)Nc1cccc(Cl)c1 (stereo not given)
  40, 11%, 7%, 11
Cc1cc(NC(=O)CSc2nc(CCC3CCCC3)nc3ccccc23)no1
  ?, 5%, -2%, -12
CC(=O)c1cccc(N(CC(=O)N2CCOCC2)S(C)(=O)=O)c1
  21, -6%, -5%, -11
COc1cccc(N2CCN(C(=O)CN(C)S(=O)(=O)c3ccc4c(c3)CCC(=O)N4)CC2)c1
  0, 1%, -4%, 4
CC1(C)CC(NS(=O)(=O)c2ccccc2)CC(C)(C)N1
  12, 3%, 4%, 3
CC12CC3CC(C)(C1)CC(C(=O)NC1=NCCS1)(C3)C2
  -14, 32%[activator], -10%, -8
COc1cc(C2CC(=O)Oc3cc(C)cc(C)c32)cc(OC)c1OC (stereo not given)
  ·, -11%[0.0915 µM], -1%[0.00818 µM], ·
CC1=CC(C)C(C(=O)O)C(C(=O)O)C1 (stereo not given)
  -81*, -3%, 6%, -9
COc1ccccc1CNC(=O)C1CCCN(S(=O)(=O)c2cnc[nH]2)C1 (stereo not given)
  51, -2%, 1%, 5
CC(C)CCN(C)C1CCN(S(=O)(=O)c2ccc(F)cc2)CC1
  4, 7%, 4%, 2
Cn1c(C(=O)NCc2ccc3c(c2)OCO3)cc2sccc21
  36, -5%, 2%, 8
CN(C)Cc1ccccc1Sc1ccccc1Br
  12, ·, -2%, ·
COC(=O)C1C2C=CC3(CN(C4CCCC4)C(=O)C13)O2 (stereo not given)
  14, -6%, -6%, 1
CCOC(=O)C1=C(C)N2C(=C(C#N)[C@@H]1c1ccc(C(=O)OC)cc1)SC[C@@]2(O)C(C)(C)C
  5, -10%, -12%, 9
O=C(NCCCN1CCCC1=O)c1ccc(CNS(=O)(=O)c2ccc(F)cc2)cc1
  34, -2%, 2%, 8
Cc1cc(C)nc(SCC(=O)Nc2ccc(N3CCOCC3)c(Cl)c2)n1
  13, -4%, 0%, 14
COC(=O)c1ccc2c(=O)n(NC(=O)C(c3ccccc3)c3ccccc3)c(=S)[nH]c2c1
  16, -10%, ?, -4
CCOC(=O)N1CCC(c2cc(=O)n3[nH]c(-c4ccccc4)cc3n2)CC1
  -5, 0%, -2%, 12
Cc1cc(C)n2ncnc2n1
  -17, -2%, 0%, -5
N=C(CC1CC(=O)NC(=O)C1)C1=C(O)CCCC1=O
  ?, ·, -3%, -11
Cn1cccc1C(=O)N1CCC2(CC1)CCN(c1ccccn1)CC2
  ·, 6%, -3%, ·
Cc1cccc(NC(=O)NCc2ccc3c(c2)cc(C)n3C)c1
  -108*, -10%, 12%, ?
COc1cccc(OCCNC(=O)c2ccccc2Sc2ccccc2C#N)c1
  -30, ·, -3%, -7
CCOC(=O)C1CCCN(C(=O)c2ccc3c(c2)OCO3)C1 (stereo not given)
  253, ·, 1%, 14
Cc1cc(C)n(C(=O)CNC(=O)C(c2ccccc2)c2ccccc2)n1
  -19, ·, 6%, 11
CC1CC(C)CN(CCOc2ccccc2-c2ccccc2)C1 (stereo not given)
  ?, ·, 0%, ·
O=C(O)C1CCCCC1C(=O)NCCc1cccc(Cl)c1 (stereo not given)
  22, 2%, -4%, -15
NNC(=O)/C(=N/Nc1ccccc1)S(=O)(=O)c1ccc(Cl)cc1
  ?, ·, -5%, ·
O=C(Nc1cccc(-c2nc3ccccc3s2)c1)c1cc(-n2cnnc2)ccc1Cl
  ?, 4%, -5%, 4
COC(=O)CSc1nc2ccccc2nc1SCC(=O)OC
  -20, 0%, -6%, ?
COC(=O)c1cc(Br)c(=O)n(-c2ccccc2OC)c1
  -11, -1%, -1%, -9
Cc1cc(-c2csc(N)n2)c(C)n1CCC(C)C
  ?, 18%, -14%, 5

Screens (PubChem BioAssay)
